PolyA inh: blocks polyadenylation in yeast reporter cells | S. cerevisiae SKY197-pL101 polyadenylation reporter, beta-gal luminescence; efflux-impaired pdr1/pdr3 knockout yeast; score 100 = 6 SD above DMSO | calls only at 12 µM | 300,000 tested, 0.02% active | AID 1875;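 active means lowest replicate activity score at least 50, where 100 means six control SD above control mean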;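 further: yeast exposed to compound for 9 h at 30 °C; higher score means more reporter readthrough which indicates perturbed polyadenylation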
KCNK9 inh: blocks the human KCNK9 two-pore domain potassium channel | HEK293 KCNK9, FluxOR thallium flux fluorescence; active compounds read low | B-score at 10 µM | 310,000 tested, 1.2% active | AID 488922;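 active means ratio B-score over 3 SD below the library mean, with starting fluorescence within 5 SD of its mean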;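 further: negative B-score means less thallium flux so channel inhibition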
KCNQ1 inh: inhibitors of human KCNQ1 potassium channel; P51787; CHO-K1 KCNQ1, FluxOR thallium flux fluorescence; active compounds read high; B-score at 10 µM; 310,000 tested, 1.3% active; AID 2642;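 active means compounds whose thallium flux B-score, printed positive for inhibition, exceeds three library SD while starting fluorescence stays within three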;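 further: channel opened by potassium depolarization with thallium stimulus after 20 min compound exposure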
hERG protect: shields human hERG channel from block by proarrhythmic agents; CHO-hERG, FluxOR thallium flux, dofetilide IC70 present; Q12809; 310,000 tested, 0.51% active; activation (rescue from dofetilide block), less the hit threshold, % at 10 µM;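 active means activation above the mean of controls blocked by dofetilide plus 5 SD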;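 further: thallium influx through hERG after potassium depolarization seen as dye fluorescence rise; in these data hits start at about 4.7%; inactives centre near -7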
Target sequence (Q12809 whole entry, looked up): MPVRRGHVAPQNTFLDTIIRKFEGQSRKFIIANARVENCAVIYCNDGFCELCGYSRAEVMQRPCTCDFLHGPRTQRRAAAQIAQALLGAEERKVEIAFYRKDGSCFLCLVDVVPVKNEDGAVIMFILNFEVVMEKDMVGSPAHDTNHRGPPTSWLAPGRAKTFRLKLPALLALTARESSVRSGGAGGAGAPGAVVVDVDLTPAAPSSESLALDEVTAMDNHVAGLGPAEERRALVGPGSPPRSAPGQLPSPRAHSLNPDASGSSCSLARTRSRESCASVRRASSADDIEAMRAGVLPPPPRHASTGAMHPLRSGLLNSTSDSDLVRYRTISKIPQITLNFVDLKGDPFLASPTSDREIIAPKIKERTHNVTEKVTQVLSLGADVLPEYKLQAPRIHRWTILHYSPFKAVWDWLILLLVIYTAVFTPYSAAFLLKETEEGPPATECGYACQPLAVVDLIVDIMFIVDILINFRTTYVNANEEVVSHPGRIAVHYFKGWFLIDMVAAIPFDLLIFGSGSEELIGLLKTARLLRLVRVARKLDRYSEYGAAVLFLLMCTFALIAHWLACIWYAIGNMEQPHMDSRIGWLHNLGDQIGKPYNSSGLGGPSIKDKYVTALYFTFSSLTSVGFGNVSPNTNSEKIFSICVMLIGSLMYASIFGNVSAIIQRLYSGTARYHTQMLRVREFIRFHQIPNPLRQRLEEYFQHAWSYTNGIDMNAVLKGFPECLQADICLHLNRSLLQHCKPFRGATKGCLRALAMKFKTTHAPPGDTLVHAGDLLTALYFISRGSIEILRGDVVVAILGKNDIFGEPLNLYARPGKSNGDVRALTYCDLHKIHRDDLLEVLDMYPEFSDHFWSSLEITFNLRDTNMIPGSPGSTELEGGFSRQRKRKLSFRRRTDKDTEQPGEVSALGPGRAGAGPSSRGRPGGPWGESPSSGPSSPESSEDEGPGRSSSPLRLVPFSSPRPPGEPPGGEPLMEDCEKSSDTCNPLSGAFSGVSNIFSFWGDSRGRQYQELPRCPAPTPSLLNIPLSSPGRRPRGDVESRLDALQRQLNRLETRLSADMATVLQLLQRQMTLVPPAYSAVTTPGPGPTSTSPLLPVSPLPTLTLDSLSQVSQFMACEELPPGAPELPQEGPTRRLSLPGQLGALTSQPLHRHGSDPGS
GSK3B inh: inhibitors of human GSK3beta kinase | GST-GSK3beta kinase, ADP-Glo luminescence, 60 min; active compounds read low | 300,000 tested, 0.038% active | activity score (negative = inhibition), % at 10 µM | P49841 | AID 2097;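 active means more than half of replicate wells score below -50%, meaning over 50% inhibition versus plate controls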;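 further: 0% = median DMSO wells and -100% = median GW8510 positive control wells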
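test system = GST-tagged human GSK3beta kinase, cell-free | reagent = 25 µM ATP with peptide substrate | dosing = one dose of 10 µM per compound | schedule = 60 min reaction, RT | detection = luminescent ADP-Glo measurement of ADP formed | control set = DMSO neutral wells and GW8510 at 20 µM as positive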
KCNQ1 pot: potentiates or activates the human KCNQ1 potassium channel; 310,000 tested, 0.35% active; P51787; AID 2648; CHO-K1 KCNQ1, thallium flux FluxOR fluorescence; active compounds read high; B-score at 10 µM;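 active means fluorescence ratio B-score, a plate-corrected score, at least three library SD, with initial intensity B-score within 5 SD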
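Assay system: CHO-K1 cells stably expressing KCNQ1. Medium: assay buffer for compound exposure, DMSO matched across wells. Timing: 37 °C overnight plating, 90-min dark dye load, 20-min compound pretreatment. Signal: kinetic FluxOR fluorescence, 10 s baseline plus 110 s post-stimulus.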
RGS4 block: human RGS4 inhibition; P49798; 310,000 tested, 0.45% active; B-score at 10 µM; HEK293 M3R/RGS4 inducible, Fluo-4 calcium flux; active compounds read high; triggered by carbachol at its EC20;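 active means B-score, a plate-corrected calcium signal, over three deviations above library mean, with baseline fluorescence within five deviations of library mean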;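 further: RGS4 expression induced by doxycycline in cells with stable M3 receptor; B-score is computed from the integrated fluorescence ratio over baseline after carbachol; higher B-score means a larger calcium signal and so more RGS4 inhibition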
RGS4 pot: potentiators or activators of RGS4; HEK293 M3R/inducible RGS4, carbachol calcium flux Fluo4; active compounds read low; B-score at 10 µM; 310,000 tested, 0.92% active; AID 463111;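 active means B-score of the integrated calcium signal more than 4 SD below the library mean, with starting fluorescence not abnormally high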;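 further: negative B-score means reduced calcium response which marks RGS4 activation or potentiation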
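test system = HEK293 cells with stable M3R and inducible RGS4 | schedule = recording 10 s baseline at 1 Hz, 100 s post-agonist | technique = Fluo4-AM (2 µM) calcium-flux fluorescence, kinetic read | measure = Agonist-evoked peak-minus-minimum fluorescence over baseline, integrated ratio, B score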
KCNK3 inh: human KCNK3 channel inhibition, primary screen. 340,000 tested, 0.84% active. B-score at 10 µM. CHO-KCNK3 thallium flux, FluxOR fluorescence; active compounds read low. AID 602410. O14649;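 active means B-score under library mean minus 4 SD, starting fluorescence ratio at most library mean plus 5 SD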;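 further: more negative B-score means stronger inhibition of thallium flux through KCNK3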
Dyrk1A ADPGlo: inhibitors of rat Dyrk1A kinase. inhibition, % at 12.5 µM. Q63470. ADP-Glo luminescence, NFATc1 peptide. 310,000 tested, 0.43% active; in the data active means inhibition above about 50%;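 further: plate controls were vehicle with enzyme for no effect and no enzyme for full effect; many of its hits are not listed in these tables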
GSK3A inh: human GSK-3 alpha kinase inhibition; P49840; ADP-Glo luminescence, 60 min; inhibition, % at 10 µM; 320,000 tested, 0.1% active; AID 2650;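 in the data active means inhibition above about 50%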;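 further: GST-tagged GSK-3 alpha with peptide substrate and 25 µM ATP; 0% = DMSO neutral wells and 100% = GW8510 positive control wells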
* hit, by the source's call; i = inactive; . = not tested or not shown.

SMILES	PolyA inh	KCNK9 inh	KCNQ1 inh	hERG protect	GSK3B inh	KCNQ1 pot	RGS4 block	RGS4 pot	KCNK3 inh	Dyrk1A ADPGlo	GSK3A inh
Cc1cccc2sc(NNC(=O)C3=COCCO3)nc12	i	i	i	-5.7	-2.0	i	i	i	i	-2.1	-0.5
O=C(/C=C/c1ccccc1)Nc1nnc(-c2ccco2)o1	i	i	i	-8.7	1.3	i	i	i	i	.	-0.3
COc1ccccc1OCc1nnc(SCCN2CCOCC2)o1	i	i	i	-4.5	0.5	i	i	i	i	4.9	-3.9
COc1ccccc1C(=O)Nc1ccc2oc(-c3ccc(F)cc3)nc2c1	i	i	i	-9.1	0.3	i	i	i	i	-12.5	-0.4
CC(=O)Nc1ncc(Cc2cccc(Cl)c2)s1	i	i	i	-6.3	0.3	i	i	i	i	1.1	4.7
O=C(Nc1cc(S(=O)(=O)N2CCCCC2)ccc1N1CCOCC1)c1cc(=O)[nH]c2ccccc12	i	i	i	-6.5	-3.4	i	i	i	i	-3.2	-0.5
COc1ccc(N(CC(=O)N/N=C(\C)c2ccc(OC)c(OC)c2)S(=O)(=O)c2ccccc2)cc1	i	i	i	-5.8	-2.7	i	i	i	i	-3.8	-1.1
CCOC(=O)c1cnn(CCOC(=O)c2ccc(OC)cc2)c1NC(=O)c1ccc(OC)cc1	i	i	i	-8.0	-0.8	i	i	i	i	5.7	2.8
O=C(CSc1nnc(COc2ccccc2Cl)o1)NC(=O)NC1CCCC1	.	i	i	-11.9	1.3	i	i	i	i	5.7	1.2
COC(=O)CCc1nc2cc(Cl)ccc2n(Cc2ccccc2)c1=O	i	i	i	-9.2	6.6	i	i	i	i	3.0	1.5
O=C(NC(=S)Nc1ccc(F)cc1)c1ccc2c(c1)OCCO2	i	i	i	-8.3	-2.2	i	i	i	i	-3.1	-0.4
COc1ccc(CC(=O)N2CCC(n3nccc3NC(=O)C3CCOC3)CC2)cc1 (stereo not given)	i	i	i	-7.0	.	i	i	i	i	-2.3	-0.9
CCOC(=O)c1cc2c(c(CSc3nc4ccccc4c(=O)n3Cc3ccco3)c1)OCOC2	.	i	i	-11.4	-2.8	i	i	i	i	-5.5	0.7
CCc1ccc(S(=O)(=O)NCCc2csc(-c3ccccc3)n2)s1	i	-10.3*	i	-10.3	-4.0	i	i	i	i	-1.7	-3.5
CCOc1cc([N+](=O)[O-])cc(/C=C2/NC(=O)N(Cc3ccccc3F)C2=O)c1O	i	i	i	-11.7	-0.9	i	i	i	i	14.6	-1.3
O=C(O)[C@H](Cc1ccccc1)Nc1ccc([N+](=O)[O-])cn1	i	i	i	-8.6	1.4	i	i	i	i	-1.7	-2.2
CC(C)CNC(=O)C(=O)NCC1OCCN1S(=O)(=O)c1cccs1 (stereo not given)	i	i	i	-8.8	-0.7	i	i	i	i	-10.2	-0.3
C=CCn1c(=NC(=O)c2sc3ccccc3c2Cl)sc2cc(S(N)(=O)=O)ccc21	i	i	i	-7.8	0.3	i	i	i	i	10.7	-3.1
CC(C)NC(=O)NC1C2CC3CC(C2)CC1C3 (stereo not given)	i	i	i	-10.3	0.6	i	i	i	i	-4.4	-3.9
O=C(O)c1ccccc1C(=O)Nc1ccc(S(=O)(=O)N2CCCC2)cc1	i	i	i	-5.8	9.7	i	i	i	i	-12.6	7.5
CC1=C(C(=O)OCc2ccccc2)C(c2ccc(N(C)C)cc2)NC(=O)N1 (stereo not given)	i	i	i	-5.2	5.4	i	i	i	i	-6.6	0.7
COCCN(C(=O)COC(=O)CCC(=O)c1ccc(Cl)cc1)c1c(N)n(Cc2ccccc2)c(=O)[nH]c1=O	i	i	i	-5.9	0.9	i	i	i	i	0.5	-1.6
Cc1ccc(/C=N/Nc2nc(N3CCCCC3)nc(N3CCCCC3)n2)o1	i	i	i	-12.1	-0.1	i	i	i	i	-3.5	-4.1
CC(=O)Nc1ccccc1NC(=O)C/C(C)=N/NC(=O)c1cccnc1	i	i	i	-7.3	.	i	i	i	i	-8.1	-0.1
C[N+]1(CC(=O)OCCCc2ccccc2)CCCC1	i	i	i	-3.3	3.2	i	i	i	i	-0.4	0.0

(continued)
SMILES	PolyA inh	KCNK9 inh	KCNQ1 inh	hERG protect	GSK3B inh	KCNQ1 pot	RGS4 block	RGS4 pot	KCNK3 inh	Dyrk1A ADPGlo	GSK3A inh
Cc1ccc(S(=O)(=O)N(C)C)cc1NC(=O)C(C)Sc1ccccc1 (stereo not given)	i	i	i	-6.7	-2.8	i	i	i	i	0.5	-3.0
Cc1onc(-c2ccccc2)c1C(=O)NC(=S)NNC(=O)c1cc(-c2ccc(F)cc2)n[nH]1	i	i	i	-18.5	0.7	i	i	i	i	4.6	-1.5
CCc1nn(CC(=O)NCCCc2ccccc2)c(=O)c2cc3c(OC)cccc3n12	i	i	i	-10.0	2.0	i	i	i	i	-2.3	-1.6
COCCn1c(SCC(=O)Nc2cc(C(C)(C)C)nn2-c2ccccc2)nc2ccccc2c1=O	i	i	i	-6.2	1.4	i	i	i	i	-0.9	-1.1
CNC(=S)N1CCC(NC(=O)C23CC4CC(CC(C4)C2)C3)CC1	i	i	i	-10.4	-1.6	i	i	i	i	-5.5	-1.6
COc1nccnc1NS(=O)(=O)c1ccc(N/C=C2\CCCCC2=O)cc1	i	i	i	-1.4	-2.0	i	i	i	i	1.0	-3.3
Cc1cc(=O)oc2cc(OCC(=O)Nc3ccc(S(=O)(=O)N(C)C)cc3)ccc12	i	i	i	-8.4	1.9	i	i	i	i	-3.7	0.4
Cc1cc(-c2nnnn2-c2cc(Cl)cc(Cl)c2)no1	i	i	i	-11.1	1.9	i	i	i	i	.	0.9
CCCn1c(C)cc(C(=O)COC(=O)CN=C2NS(=O)(=O)c3ccccc32)c1C	i	i	i	-4.6	-1.0	i	i	i	i	-1.2	0.1
Cc1nnc(SCC(=O)N2c3ccccc3CC2C)s1 (stereo not given)	i	i	i	-6.0	-9.5	i	i	i	i	15.6	26.5
Cn1c(-c2ccc3ccccc3n2)[n+](C)c2ccccc21	i	i	i	-10.2	0.6	i	i	i	i	-2.2	-0.6
Cc1ccc(NC(=O)NNc2cccc(Cl)n2)cc1	i	i	i	-3.8	0.6	i	i	i	i	4.1	-1.7
CC(=O)Nc1ccc(/C=C/c2nc3ccccc3o2)cc1	i	i	i	-9.4	-0.6	i	i	i	i	58.8*	-1.6
O=C(/C=C/c1ccco1)NC(=S)Nc1ccccn1	i	i	i	-7.9	0.5	i	i	i	i	8.8	17.4
Cc1onc(-c2ccccc2)c1-c1ccnn1S(=O)(=O)c1ccc(Cl)cc1	i	i	i	-10.6	-0.9	i	i	i	-9.43*	3.1	1.0
CC(=O)c1ccc(NC(=O)Nc2cccc(Cl)c2)cc1	i	i	8*	-17.2	3.9	i	i	i	i	38.1	0.4
Cc1ccc(S(=O)(=O)N2CCN(C3CCC(c4ccccc4)CC3)CC2)cc1 (stereo not given)	i	i	i	-10.1	-1.1	i	i	i	.	.	-2.2
Cc1sc2nc(CN3CCCC3)nc(NCc3ccncc3)c2c1C	i	i	i	-14.8	-0.4	i	i	i	i	-6.8	-2.8
Cc1c(CCOC(=O)C23CC4CC(CC(C4)C2)C3)sc[n+]1CC#N	i	i	i	-5.1	-6.6	i	i	i	i	-4.1	0.2
CN(CC(=O)Nc1ccc(OC(F)(F)F)cc1)C1CCCCC1	i	i	i	-6.1	0.0	i	i	i	i	4.7	-3.8
Cc1onc(-c2c(Cl)cccc2Cl)c1NC(=O)NNc1c(Cl)cncc1Cl	i	i	i	-3.2	5.4	i	i	i	i	3.1	-1.3
CN(C)CCNC(=S)Nc1ccc(F)c(F)c1F	i	i	i	-4.0	1.5	i	i	i	i	2.6	0.5
COc1ccc(C2=NN(CC(=O)NCC(OC)OC)C(=O)CC2)cc1	i	i	i	-2.5	-0.4	i	i	i	i	-1.0	-4.2
COc1cc(C(C#N)N2N=C(c3ccccc3)CC2c2ccccc2)ccc1O (stereo not given)	i	i	i	-19.8	-0.3	i	i	i	i	-1.8	12.7

In the list so far, 6 contain fluorine:
SMILES	PolyA inh	KCNK9 inh	KCNQ1 inh	hERG protect	GSK3B inh	KCNQ1 pot	RGS4 block	RGS4 pot	KCNK3 inh	Dyrk1A ADPGlo	GSK3A inh
COc1ccccc1C(=O)Nc1ccc2oc(-c3ccc(F)cc3)nc2c1	i	i	i	-9.1	0.3	i	i	i	i	-12.5	-0.4
O=C(NC(=S)Nc1ccc(F)cc1)c1ccc2c(c1)OCCO2	i	i	i	-8.3	-2.2	i	i	i	i	-3.1	-0.4
CCOc1cc([N+](=O)[O-])cc(/C=C2/NC(=O)N(Cc3ccccc3F)C2=O)c1O	i	i	i	-11.7	-0.9	i	i	i	i	14.6	-1.3
Cc1onc(-c2ccccc2)c1C(=O)NC(=S)NNC(=O)c1cc(-c2ccc(F)cc2)n[nH]1	i	i	i	-18.5	0.7	i	i	i	i	4.6	-1.5
CN(CC(=O)Nc1ccc(OC(F)(F)F)cc1)C1CCCCC1	i	i	i	-6.1	0.0	i	i	i	i	4.7	-3.8
CN(C)CCNC(=S)Nc1ccc(F)c(F)c1F	i	i	i	-4.0	1.5	i	i	i	i	2.6	0.5

One compound at a time, as listed above. Order of screens: PolyA inh, KCNK9 inh, KCNQ1 inh, hERG protect, GSK3B inh, KCNQ1 pot, RGS4 block, RGS4 pot, KCNK3 inh, Dyrk1A ADPGlo, GSK3A inh
`Cc1onc(-c2ccccc2)c1C(=O)NC(=S)NNC(=O)c1cc(-c2ccc(F)cc2)n[nH]1` is listed with i, i, i, -18.5, 0.7, i, i, i, i, 4.6, -1.5
`Cc1ccc(S(=O)(=O)N(C)C)cc1NC(=O)C(C)Sc1ccccc1` (stereo not given) is listed with i, i, i, -6.7, -2.8, i, i, i, i, 0.5, -3.0
`O=C(/C=C/c1ccco1)NC(=S)Nc1ccccn1` is listed with i, i, i, -7.9, 0.5, i, i, i, i, 8.8, 17.4

The list is partial; the hit share may differ from the screen's.
